Screening results: PubChem BioAssay, The Scripps Research Institute Molecular Screening Center
M1 antag = antagonists of human M1 muscarinic receptor; P11229; CHO-K1 hM1, Fluo-8 calcium fluorescence, ACh EC80 antagonist; inhibition, % at 3 µM; 360,000 compounds, 1.3% hits; AID 588852;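 active = percent inhibition above its own plate's cutoff, namely the mean of that plate's compound wells plus 3 SD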;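 note: peak over basal fluorescence ratio during 140 s after agonist addition; 0% = ACh EC80 plus DMSO and 100% = DMSO alone without agonist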
Target sequence (P11229 whole entry, looked up): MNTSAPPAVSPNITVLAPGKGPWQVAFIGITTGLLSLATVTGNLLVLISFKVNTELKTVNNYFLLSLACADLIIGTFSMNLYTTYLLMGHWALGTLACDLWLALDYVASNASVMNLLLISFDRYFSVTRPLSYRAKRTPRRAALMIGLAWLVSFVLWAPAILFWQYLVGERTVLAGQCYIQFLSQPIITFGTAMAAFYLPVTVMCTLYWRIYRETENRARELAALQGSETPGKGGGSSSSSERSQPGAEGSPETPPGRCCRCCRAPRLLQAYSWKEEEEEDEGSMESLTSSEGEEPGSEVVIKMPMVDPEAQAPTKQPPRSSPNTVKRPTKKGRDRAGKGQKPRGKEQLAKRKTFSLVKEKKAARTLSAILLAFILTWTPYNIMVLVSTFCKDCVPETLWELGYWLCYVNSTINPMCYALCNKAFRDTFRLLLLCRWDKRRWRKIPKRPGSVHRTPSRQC
M1 PAM parental = counter-screen for M1 PAMs: effect in parental CHO-K1 cells; ATP EC20, Fluo-8 calcium fluorescence; 0% at ATP EC20, 100% at ATP max; activation, % at 3 µM; 360,000 compounds, 0.02% hits; AID 602247;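 active = activation above the run cutoff, the mean activation of all test compounds plus 3 SD, cut at about 40% in these data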;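 note: peak over basal fluorescence ratio in a 140 s read after ATP addition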
CHO-K1 Ca antag = counter-screen for M1 antagonists: effect in parental CHO-K1 cells; AID 602250; inhibition, % at 3 µM; ATP-induced calcium, Fluo-8 fluorescence; 360,000 compounds, 0.6% hits;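 active = inhibition above a per-plate cutoff, the plate's mean sample inhibition plus 3 SD, cut at about 24% in these data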;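 note: 0% = DMSO plus EC80 ATP and 100% = DMSO alone without ATP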
CHRM1 agonist = agonists of human M1 muscarinic receptor. 360,000 compounds, 0.33% hits. P11229. CHO-K1 hM1, Fluo-8 calcium fluorescence, agonist mode; 0% DMSO, 100% acetylcholine EC100. activation, % at 3 µM;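 active = activation above the run's mean compound activation plus 3 SD, cut at about 16% in these data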;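 note: peak over basal fluorescence ratio within a 140 s kinetic read after compound addition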
OXTR potentiate = human OXTR potentiation | activation, % at 3 µM | CHO-OTR cells, Fluo-8 calcium fluorescence, potentiator mode; 0% = oxytocin EC15, 100% = EC100 | P30559 | AID 2445 | 320,000 compounds, 0.061% hits;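 active = activation above that plate's cutoff, the mean activation of tested compounds plus 3 SD, cut at about 6.6% in these data, passing the limit was not always enough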;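 note: 100% uses oxytocin at 75 nM as the full agonist control; some results filed as inactive read as strong as hits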
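Material: human OTR in CHO cells. Compound: 3.0 µM, one dose. Timing: compound 6 min at room temperature before oxytocin, 100 s read. Evaluation: % activation of max/min ratio relative to oxytocin controls. Replication: single well per compound, singlicate. Signal: Fluo-8 calcium dye fluorescence.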
CHO parental Ca = signal in parental CHO cells, OX1R antagonist counter-screen | parental CHO-K1, ATP-induced calcium, Fluo-8 fluorescence | inhibition, % at 5.6 µM | 330,000 compounds, 0.63% hits | AID 463079;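 active = inhibition above that plate's mean sample inhibition plus 3 SD, cut at about 26% in these data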;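 note: 0% = ATP-challenged DMSO wells and 100% = DMSO wells without ATP; some compounds past the cut are filed as inactive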
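Assay system – parental CHO cells · Reagent – ATP stimulus · Detection – intracellular calcium via Fluo-8 no-wash fluorescent dye · Evaluation – percent inhibition of ATP-evoked calcium rise, normalized to controls · Controls – ATP wells versus no-ATP DMSO wells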
CHO-K1 Ca ag = nonselective activator or artifact in parental CHO-K1 cells. Fluo-8 calcium fluorescence; scaled to maximal ATP response, vehicle zero. activation, % at 3 µM. 360,000 compounds, 0.48% hits. AID 602248; in the data active = activation above about 15%;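 note: untransfected CHO-K1 host cells lacking M1 receptor as counterscreen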
TAAR1 antagonist = human TAAR1 antagonism. Q96RJ0. CHO RD-HGA16 TAAR1, Fluo-8 calcium fluorescence, antagonist. inhibition, % at 3 µM. 360,000 compounds, 1.5% hits;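 active = inhibition above a per-plate cutoff, the mean inhibition of test compounds on that plate plus 3 SD, cut at about 49% in these data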;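 note: 0% = DMSO plus EC80 beta-PEA response and 100% = DMSO alone without agonist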
Target sequence (Q96RJ0 whole entry, looked up): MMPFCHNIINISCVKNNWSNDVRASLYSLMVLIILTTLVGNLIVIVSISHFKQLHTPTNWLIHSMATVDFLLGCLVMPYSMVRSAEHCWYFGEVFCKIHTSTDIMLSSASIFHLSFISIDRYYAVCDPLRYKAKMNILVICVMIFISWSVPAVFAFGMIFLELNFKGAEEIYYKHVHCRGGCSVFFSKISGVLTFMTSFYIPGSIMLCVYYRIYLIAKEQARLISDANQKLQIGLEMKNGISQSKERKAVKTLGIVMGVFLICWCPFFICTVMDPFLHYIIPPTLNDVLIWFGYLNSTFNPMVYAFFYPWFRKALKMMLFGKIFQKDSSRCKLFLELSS
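System: RD-HGA16 CHO cells with stable hTAAR1 and Gα16 | Probe or stimulus: EC80 β-phenethylamine stimulus | Dosing: 3 µM, single point | Times: Dye loading 75 min at 37 °C, then 30 min room temperature | Measured by: Fluo-8 calcium-sensitive fluorescence | Read-out basis: % inhibition of agonist calcium response | Replicates: n of 1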
TAAR1 agonist = agonists of human TAAR1. Q96RJ0. CHO RD-HGA16 TAAR1, Fluo-8 calcium fluorescence; vehicle wells 0%, saturating PEA agonist 100%. activation, % at 3 µM. 360,000 compounds, 0.99% hits;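 active = activation above the mean activation of all test compounds in the run plus 3 SD, cut at about 38% in these data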
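Benchmarks: low control DMSO, high control PEA (EC100); System: CHO RD-HGA16 cells carrying human TAAR1 plus Gα16; Detection: Fluo-8 fluorescence, 5 s baseline then 140 s kinetic read; Schedule: 17-24 h plating, Fluo-8 75 min 37 °C, 30 min RT; Read-out basis: % activation from peak over basal fluorescence ratio, DMSO-to-PEA scaled.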
An asterisk follows results filed as active; . = not tested or not shown.

Screens in order: TAAR1 antagonist, OXTR potentiate, CHO parental Ca, CHO-K1 Ca antag, CHO-K1 Ca ag, CHRM1 agonist, TAAR1 agonist, M1 PAM parental, M1 antag
CCOC(=O)C1=c2s/c(=C\c3cccnc3)c(=O)n2C(N)=C(C(=O)OC)C1c1cccnc1 (stereo not given)
  -17, -2, -2, -6, 0.4, -3, 4, 20, -20
COc1cccc(/C=C/C(=O)OCC(=O)NCCCc2ccccc2)c1OC
  1, 3, -7, -3, 0.0, -4, 4, 10, 8
COc1cc(-c2nc(-c3ccccc3)c(-c3cccs3)[nH]2)cc(OC)c1OC
  30, -1, -10, -11, 1.0, -6, 1, 4, 5
CCOc1ccccc1NC(=O)CCS(=O)(=O)c1ccc2c(c1)CCN2C(C)=O
  -18, -1, -1, -7, 0.3, -2, 2, 8, -1
CCOC(=O)C1CCN(C(=O)Nc2ccccc2Cl)CC1
  -8, -6, -12, -10, 0.3, 3, 2, 19, -13
COc1ccc(NC(=O)CSCC(=O)Nc2nnc(C)s2)cc1
  -6, -3, 0, -8, 0.0, 1, 0, 8, -16
NS(=O)(=O)c1cccc(NC(=O)c2cc(=O)c3ccccc3o2)c1
  -29, -5, 1, -4, 0.9, -4, 2, -9, 0
CCN(c1ccccc1)S(=O)(=O)c1ccc(OC)c(NC(=O)CNC)c1
  0, -10, -21, 17, 0.0, -7, 12, -9, 0
COc1ccccc1-c1cc(NC=O)c2ncc(-c3ccc(F)cc3)n2c1
  51*, ., ., 6, 3.6, 7, 52*, 3, 18
Cc1cccc(NC(=O)CSc2nnc(-c3ccncc3)n2CC2CCCO2)c1 (stereo not given)
  -34, -11, 1, -6, -0.1, 0, 2, -2, -5
C=CCc1ccccc1OCC(O)CN1C(=O)c2ccccc2C1=O (stereo not given)
  24, -18, -8, -1, 0.5, -2, 0, -1, -6
CCOc1cccc(C(=O)Nc2cccc(C(=O)NC(C)(C)C)c2)c1
  0, -4, -3, 4, 1.1, -6, 2, -4, 7
CCO[C@@H]1OC(C(=O)O)=C[C@H](c2coc3ccccc3c2=O)[C@H]1CCCO
  -1, -11, -1, -16, 0.0, -3, 18, 8, -14
CCC(CC)C(=O)N1CCN(c2ccccc2)CC1
  -18, -1, 7, -13, 2.1, -5, 3, 4, -1
CNCCCOc1cc(C)cc(C)c1C
  -5, -4, -19, 1, 6.8, -14, 2, 15, 3
CC(C)CCn1c(=O)c2ccccc2n2c(=S)[nH]nc12
  -4, -8, -16, -23, -0.6, -3, -5, 3, -8
N#CC1=C(Nc2ccccc2)SC=C(c2ccc(Cl)c(Cl)c2)N=C1N1CCOCC1
  10, -7, -27, -9, 0.9, -9, -1, 21, -17
CCCN1CCC(=O)N(CCSc2ccc(OC)cc2)CC1
  5, 1, -20, -18, 0.6, -9, 3, 9, 6
CN(CC(=O)Nc1ccccc1Br)C(=O)CNC(=O)c1cccs1
  -10, 0, -7, 9, 0.1, -2, 16, -18, 34*
Cc1nc(N)sc1C(=O)NN
  -2, -2, -12, -7, 0.0, -3, -1, -7, -1
CCS(=O)(=O)Nc1ccc(C(=O)CC2(O)C(=O)Nc3ccc(Br)cc32)cc1 (stereo not given)
  -10, -10, 8, 2, 0.3, -2, 12, -2, -3
CCOc1ccc(NS(=O)(=O)c2cc(C(=O)NCCN3CCOCC3)ccc2C)cc1
  -4, 0, -13, -2, 0.0, -3, 3, 2, -9
O=C1NC[C@@H](c2ccccc2)OC(=O)[C@@H](Cc2ccc(F)cc2)C/C=C\C[C@@H]1CC(=O)N(CCO)Cc1ccccc1
  69*, -10, -19, -12, 1.3, -7, 38*, 2, 20
CCc1cc(=O)oc2c(C)c(OCC(=O)NCCCn3ccnc3)ccc12
  -22, 0, -8, -15, 0.7, -13, 1, 7, -12
O=C1CCC([N+](=O)[O-])C(c2ccc(Br)cc2)N1 (stereo not given)
  2, -5, -1, -3, 0.9, -6, 2, 18, -5
O=C(NCc1cn2ccccc2n1)c1ccccc1
  12, -3, 0, -2, 0.4, -2, 2, 13, -27
Cc1ccc(S(=O)(=O)Nc2ccc(F)cc2)cc1C(=O)N1CCOCC1
  -5, -1, -17, -10, 0.9, 1, 1, 8, 0
CCc1ccc(CC)c(S(=O)(=O)Nc2ccc(C(=O)O)c(O)c2)c1
  2, -6, -14, -10, -0.2, 0, 8, 25, -16
O=c1oc2c(CN3CCOCC3)c(O)ccc2c2c1CCCC2
  -3, -6, -14, -1, 0.6, -5, 3, 3, 14
CCOc1cc(/C=N/NC(=O)COc2ccc(Cl)cc2)ccc1OS(=O)(=O)c1ccccc1
  4, -18, 2, -10, 1.3, -2, 2, 17, 2
COCCCNC(=O)CCCn1c(=O)c2ccccc2n(CC(=O)Nc2c(C)cccc2C)c1=O
  -7, -3, 6, -14, 0.3, -4, 8, 23, -18
O=C(NCCN1CCOCC1)c1ccc(CS(=O)(=O)c2ccc(Cl)cc2)o1
  -7, -4, -18, -8, 0.4, -1, 5, 15, -15
CN(c1ccccc1)S(=O)(=O)c1cccc(NC(=O)CC(C)(C)C)c1
  21, -4, -21, -13, 5.4, -11, 3, 18, 1
OC(CNCCc1ccccc1)c1ccccc1 (stereo not given)
  1, -1, -11, -14, 1.0, 6, 53*, 13, 4
Oc1c(Cl)cc(Cl)cc1/C=N/c1ncn[nH]1
  -22, -2, -1, 12, 5.2, -4, 4, 19, 11
CC/C(=N\N=C1\SC(C)C(=O)N1Cc1ccco1)c1ccccc1 (stereo not given)
  -2, -1, -33, 11, -0.2, -5, 1, -8, 2
O=C(O)c1ccc2nc(C(F)(F)F)[nH]c2c1
  -5, -5, 5, -10, 0.8, -3, 0, 21, -8
Cc1ccc(-c2cc(NC(=O)CCl)n(-c3ccccc3)n2)cc1
  15, 2, -17, -4, -0.3, -4, 4, 2, -9
CC(=O)Nc1cc(-c2ccc(S(C)(=O)=O)cc2)cn2c(-c3ccc(F)c(Cl)c3)cnc12
  -18, ., ., 6, -0.5, -5, 4, -12, 7
COc1ccc(C(C#N)CC(=O)c2ccc(OCc3ccccc3)c(OC)c2)cc1OC (stereo not given)
  4, ., ., -2, 1.3, 0, 3, 10, -6
CC(OC(=O)CCC(=O)c1ccccc1)C(=O)Nc1ccc(F)cc1 (stereo not given)
  -21, -1, -7, 2, 0.4, -1, 0, 9, -14
COc1cc(C(O)c2nc(/C=C/c3ccc(C(F)(F)F)cc3)cs2)ccc1F (stereo not given)
  8, ., ., -24, 0.5, -3, 0, 19, -12
Cc1ccc(NC(=S)NNc2ccc(C(=O)O)cc2[N+](=O)[O-])cc1C
  -24, -4, 7, -6, 1.2, -2, 1, 17, -15
C/C(=N\NC(=O)c1cccc(Cl)c1)c1cccc(NC(=O)c2ccco2)c1
  22, -9, -16, 9, 0.7, -4, 8, 10, -5
COCCN(C(=O)CSc1nc2ccccc2o1)c1c(N)n(Cc2ccccc2)c(=O)[nH]c1=O
  -5, -2, -11, -9, 0.6, -3, 0, 6, 6
C=CCOc1c2ccc(C(=O)NCc3ccccc3OC)cc2nn1C
  4, -3, -10, -9, -0.2, 0, 7, 10, -10
O=C(CCC1CCCC1)NNC(=O)c1cc2ccccc2cc1O
  2, -6, -17, -16, 2.0, -3, -5, 18, -12
O=C(CCNC(=O)Cn1ccc2ccccc2c1=O)NCCc1ccccc1Cl
  -27, -1, -16, -9, 0.0, -8, 0, 12, -17
O=C(Nc1ccc(F)cc1)c1cccnc1
  -47, -3, -1, 5, 0.7, -2, 3, -9, -22
Cc1cccc(S(=O)(=O)NC(=O)C2(C)CCN2C(=O)c2cccc(F)c2)c1 (stereo not given)
  -3, ., ., -5, 0.2, -2, 0, 15, 3
O=C(CN1CCN(S(=O)(=O)/C=C/c2ccccc2)CC1)Nc1ccccc1N1CCOCC1
  -30, -8, -10, -16, 0.8, -5, 3, 17, -15
Cc1nc(=S)c2ccccc2[nH]1
  1, -12, -8, 17, 0.0, -1, -1, -2, -6
CC[C@@H]1CCC[C@@H](O)[C@@H](C)C(=O)O[C@H](C)[C@@H](C)C/C=C(C)/C(OC)=C\C(=O)N(C)C([C@@H](C)CC)C(=O)N(C)[C@@H](C(C)C)C(=O)N(C)[C@@H](COC)C(=O)N2CCC[C@H]2C(=O)N(C)[C@@H](C(C)C)C(=O)N2CCC[C@H]2C(=O)O1 (stereo not given in full)
  8, ., ., 0, 12, 4, 2, -1, 13
CN(C)c1ccc2c3c(ccc(N(C)C)c13)C(=O)OC2
  7, 0, -4, -8, 1.2, -7, -1, 17, -13
COc1cccc(NC(=O)CSc2nnc(NC(=O)C3CC3)s2)c1
  -9, 7, -13, -4, 6.6, -3, 7, 6, 4
CC(Sc1nnc(CN2CCCC2)n1Cc1ccccc1)C(=O)Nc1ccccc1 (stereo not given)
  -6, 3, -20, -5, 0.0, -4, 0, 6, 2
Cc1cccc(NC(=O)c2onc3c2CCCC3)n1
  4, 2, -9, -7, 0.5, -5, 3, 8, -4
CN(CC(=O)Nc1ccc(Cl)cc1)C1CCCCC1
  -3, -2, -5, -15, 1.3, -8, 0, 19, -14
N=c1c2c(-c3ccccc3)c(-c3ccccc3)oc2ncn1CCN1CCOCC1
  31, -14, -20, 11, 1.0, -4, 5, -6, 8
Cc1cc(OC(C)C(=O)NCCCN2CCCC2=O)c2c(C)c(C)c(=O)oc2c1 (stereo not given)
  -27, -10, -9, -3, 8.3, -5, 6, 20, -6
CCN(CC1CCCN(CCc2cccc(F)c2)C1)C(=O)c1ccc(CSC)o1 (stereo not given)
  -22, -5, -9, 2, 0.5, -7, 0, 0, 61*
CCc1ccccc1NC(=S)N(Cc1ccc(C(=O)O)cc1)Cc1ccc(OC)c(OC)c1
  10, -11, -6, -3, 0.1, -1, 6, 1, -12
O=C(NCC(F)(F)F)c1ccc(S(=O)(=O)N2CCN(C(=O)C3CCCO3)CC2)cc1 (stereo not given)
  -1, 0, -17, -12, 0.6, -2, 5, 14, -2

Limited to TAAR1 antagonist and OXTR potentiate, for some of the entries so far:
compound	TAAR1 antagonist	OXTR potentiate
N=c1c2c(-c3ccccc3)c(-c3ccccc3)oc2ncn1CCN1CCOCC1	31	-14
Cc1cc(OC(C)C(=O)NCCCN2CCCC2=O)c2c(C)c(C)c(=O)oc2c1 (stereo not given)	-27	-10
